# Bioassay records from PubChem.
# M4 PAM = potentiates acetylcholine response at human M4 receptor. 0.4% of 360,000 active. P08173. activation, % at 3 µM. CHO-K1 hM4/Gqi5, Fluo-8 calcium fluorescence, ACh EC20; 0% = ACh EC20, 100% = maximal ACh. AID 624126;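 active means activation above its plate's cutoff, the mean activation of sample wells plus 3 SD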; further: some results filed as inactive read as strong as hits
# Target sequence (P08173 whole entry, looked up): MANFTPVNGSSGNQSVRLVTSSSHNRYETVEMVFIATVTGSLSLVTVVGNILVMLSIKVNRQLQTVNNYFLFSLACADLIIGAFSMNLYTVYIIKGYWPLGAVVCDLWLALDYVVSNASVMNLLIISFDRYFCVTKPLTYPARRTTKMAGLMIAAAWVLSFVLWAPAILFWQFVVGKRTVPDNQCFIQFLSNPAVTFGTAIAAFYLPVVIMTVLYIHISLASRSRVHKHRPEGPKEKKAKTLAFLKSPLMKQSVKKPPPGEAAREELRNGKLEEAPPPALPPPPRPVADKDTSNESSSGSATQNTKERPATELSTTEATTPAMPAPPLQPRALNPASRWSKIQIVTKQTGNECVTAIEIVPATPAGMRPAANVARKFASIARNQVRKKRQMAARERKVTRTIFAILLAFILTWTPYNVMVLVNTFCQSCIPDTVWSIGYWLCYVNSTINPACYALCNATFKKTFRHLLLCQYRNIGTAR
# CRFR2-BP ag = CRF-BP/CRF-R2 complex agonism; HEK293 CRF-R2/CRF-BP, calcium dye fluorescence (FLIPR); percent of saturating CRF peptide response; activation, % at 13.2 µM; 0.46% of 350,000 active;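 active means activation of at least 50%, plus an integration ratio under a set limit after plate pattern correction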;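 further: plate controls were neutral control wells without compound for no effect and CRF at EC100 for full effect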
# CHRM4 antagonist = blocks acetylcholine activation of human M4 receptor; CHO-hM4 cells, ACh EC80, Fluo-8 calcium fluorescence; AID 624125; P08173; 0.73% of 360,000 active; inhibition, % at 3 µM;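 active means inhibition above its plate's cutoff, the mean inhibition of sample wells plus 3 SD, cut at about 27% in these data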;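 further: 0% = acetylcholine EC80 with DMSO and 100% = DMSO without agonist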
# M5 ag = CHRM5 agonism in calcium assay; P08912; CHO-K1 hM5 cells, Fluo-8 calcium fluorescence; 0% DMSO wells, 100% maximal acetylcholine response; activation, % at 3 µM; 0.19% of 360,000 active;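 active means activation above the run's mean over test compounds plus 3 SD, cut at about 23% in these data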;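 further: signal is peak over basal fluorescence ratio across the kinetic read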
# M5 PAM = CHRM5 positive allosteric modulation; P08912; CHO-K1 hM5, Fluo-8 calcium, ACh EC20 PAM; 0% = ACh EC20, 100% = ACh EC100; activation, % at 3 µM; 0.3% of 360,000 active;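 active means activation above the run cutoff, the mean activation of all test compounds plus 3 SD, cut at about 18% in these data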
#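 System: CHO-K1 cell line with stable human muscarinic M5 receptor expression | Also added: EC20 acetylcholine as agonist stimulus | Compound: One concentration, 3 µM final (nominal) | Timing: Fluo-8 loading 80 min at 37 °C plus 30 min room temperature | Measured by: Fluo-8 calcium dye fluorescence, kinetic read | Read-out basis: % activation, ACh-normalized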
# CHRM4 agonist = agonists of human muscarinic M4 receptor (CHRM4) | P08173 | CHO-K1 hM4/Gqi5, Fluo-8 calcium fluorescence; vehicle 0%, full acetylcholine response 100% | activation, % at 3 µM | 0.14% of 360,000 active;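 active means activation above the run mean over all test wells plus 3 SD, cut at about 32% in these data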;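 further: peak over basal fluorescence ratio per well then scaled between controls; 0% = DMSO wells and 100% = acetylcholine at EC100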
# CHRM5 antagonist = antagonists of human muscarinic M5 receptor (CHRM5). P08912. 0.59% of 360,000 active. inhibition, % at 3 µM. CHO-hM5 cells, Fluo-8 calcium fluorescence, ACh EC80;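 active means inhibition above a per-plate cutoff, the mean of that plate's test compounds plus 3 SD, cut at about 27% in these data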;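 further: 0% = acetylcholine EC80 with DMSO and 100% = DMSO without agonist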
# M1 PAM = potentiates human M1 receptor response to acetylcholine; P11229; CHO-K1 hM1, Fluo-8 calcium fluorescence, ACh EC20; 0% = ACh EC20, 100% = maximal ACh; activation, % at 3 µM; 0.088% of 360,000 active; AID 588819; in the data active means activation above about 19%, passing the limit was not always enough
# Target sequence (P11229 whole entry, looked up): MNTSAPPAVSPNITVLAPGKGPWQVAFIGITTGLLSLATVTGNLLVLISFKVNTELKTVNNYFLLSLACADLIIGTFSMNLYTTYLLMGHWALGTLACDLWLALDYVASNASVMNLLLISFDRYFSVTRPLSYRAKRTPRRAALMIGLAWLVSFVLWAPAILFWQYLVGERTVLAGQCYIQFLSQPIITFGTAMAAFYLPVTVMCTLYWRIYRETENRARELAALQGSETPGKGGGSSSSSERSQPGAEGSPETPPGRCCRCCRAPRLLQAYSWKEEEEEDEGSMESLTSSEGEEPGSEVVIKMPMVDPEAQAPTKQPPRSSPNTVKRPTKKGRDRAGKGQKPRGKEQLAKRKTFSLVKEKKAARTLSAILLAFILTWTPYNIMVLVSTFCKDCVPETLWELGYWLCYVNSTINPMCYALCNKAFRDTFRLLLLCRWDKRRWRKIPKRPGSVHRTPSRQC
# CRFR2-BP antag = CRF-BP/CRF-R2 complex antagonism; HEK293 CRF-R2/CRF-BP, CRF-induced calcium fluorescence; inhibition, % at 11.8 µM; 0.59% of 350,000 active;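 active means inhibition of the ligand-induced calcium signal above about 50% at the single tested concentration, limit read from the data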
# Numbers without * were called inactive; · = no result given.
SMILES,M4 PAM,CRFR2-BP ag,CHRM4 antagonist,M5 ag,M5 PAM,CHRM4 agonist,CHRM5 antagonist,M1 PAM,CRFR2-BP antag
CN(C)/N=C/c1ccc(Sc2ccccc2[N+](=O)[O-])o1,17,-2.0,-5,-3,6,0,1,6,-39
CCc1n[nH]c(=O)n1Cn1c(CC)n[nH]c1=O,-2,-0.1,-2,-4,-1,1,-4,6,-1
CC(=O)Nc1c2c(nn1-c1ccccc1C)CS(=O)(=O)C2,-5,0.8,5,-3,10,1,1,12,-24
Cc1ccc(-n2c(C)cc(C(=O)COC(=O)c3ccc[nH]c3=O)c2C)cc1C,14,-0.8,5,-1,4,-2,3,7,2
CCC(CO)Oc1cc(NC(=O)c2ccccc2N)c2ncn(C(C)C)c2c1 (configuration not stated),-1,-0.8,2,3,-13,15,13,-15,-1
O=C(NCCCN1CCOCC1)c1cc2nc(-c3ccco3)cc(C(F)(F)F)n2n1,1,1.7,-17,-2,5,4,1,-2,3
Nc1nc(-c2nc3ccccc3[nH]2)cs1,-6,-0.5,2,0,-4,1,4,0,-5
Cc1ccnc(NC(=O)CN2C(=O)c3ccccc3S2(=O)=O)c1,4,0.7,3,4,1,1,-2,4,2
O=C(Nc1nnc(Cc2ccc(Cl)cc2)s1)C1CCCO1 (configuration not stated),5,-1.1,-10,-3,6,5,9,5,5
COC(=O)c1cc(NC(=O)CC2NC3CCCCC3NC2=O)cc(C(=O)OC)c1 (configuration not stated),2,0.9,-10,-3,-4,0,4,6,8
CCOC(=O)C1CCN(C(=O)Cc2ccc(-c3ccccc3)cc2)CC1,-4,-2.5,3,0,-6,4,5,1,17
Cn1c(=O)c2c(nc(N/N=C/c3cccnc3)n2Cc2ccccc2)n(C)c1=O,-9,0.1,-8,-4,1,0,7,2,4
CCc1nnc(NC(=O)CSc2nnc(-c3ccncc3)n2C)s1,0,-0.1,-1,4,8,0,-5,3,6
Cc1ccc2cccc(CC(=O)NN)c2c1,2,7.8,-12,-1,-8,3,-9,4,8
Cc1cccc(-n2cnc3sc(C)c(C)c3c2=O)c1,0,-0.4,0,-8,-11,0,35*,5,2
CCC1CCc2sc(C(=O)NCC3CCCO3)cc2C1 (configuration not stated),6,-0.4,1,-5,1,0,0,12,5
O=C(Nc1cccc2nsnc12)c1ccc2c(c1)OCCO2,-1,-0.7,10,-3,-3,0,-1,1,17
CC1CCCCC1NC(=O)CSc1nnnn1C (configuration not stated),4,-0.5,-2,-1,1,1,7,-2,3
CCCCCCN1C[C@H](O)[C@@H](n2cc(-c3ccc(F)cc3)nn2)C[C@@H]1c1ccccc1,-1,4.2,-7,0,-4,0,5,-2,-7
CCOC(=O)N1CCN(Cc2cc(=O)oc3cc4c(cc23)CCC4)CC1,-6,-0.9,-2,-2,0,1,2,8,11
CCOC(=O)c1c(C)c(C(=O)N2CCCCCC2)c(C)n1C,-1,-0.3,-10,-4,-1,0,-1,0,-7
Cc1cc(O)c(C)c(O)c1/C=N/NC(=O)c1cccnc1,-4,-2.0,4,2,-9,3,-1,2,-1
CCOC(=O)c1c(-c2ccccc2)csc1NC(=O)/C(C#N)=C/c1ccc(OC)c(OC)c1,-4,2.9,1,1,6,0,-5,6,-42
CCN1C(=O)[C@H]2[C@H]3CN=C(SCC4CC4)N3[C@@](CC)(C(=O)OC)[C@H]2C1=O,3,-1.7,-1,-1,3,1,-3,18,2

# Continued, starting with the last four of the part before.
SMILES,M4 PAM,CRFR2-BP ag,CHRM4 antagonist,M5 ag,M5 PAM,CHRM4 agonist,CHRM5 antagonist,M1 PAM,CRFR2-BP antag
CCOC(=O)c1c(C)c(C(=O)N2CCCCCC2)c(C)n1C,-1,-0.3,-10,-4,-1,0,-1,0,-7
Cc1cc(O)c(C)c(O)c1/C=N/NC(=O)c1cccnc1,-4,-2.0,4,2,-9,3,-1,2,-1
CCOC(=O)c1c(-c2ccccc2)csc1NC(=O)/C(C#N)=C/c1ccc(OC)c(OC)c1,-4,2.9,1,1,6,0,-5,6,-42
CCN1C(=O)[C@H]2[C@H]3CN=C(SCC4CC4)N3[C@@](CC)(C(=O)OC)[C@H]2C1=O,3,-1.7,-1,-1,3,1,-3,18,2
O=C(O)c1ccc(NC(=S)NCc2ccccc2)cc1,2,-1.4,-1,1,2,0,-3,0,-2
O=C(O)C1C2OC3C(OC(=O)C31)C2Br (configuration not stated),6,-0.4,1,4,6,1,2,8,9
COC(=O)c1ccc(/C=N/OCC(=O)NC2CCCCCCC2)cc1,-7,2.8,-12,-5,-6,8,7,5,8
CCC(Cc1ccccc1)NS(=O)(=O)c1c(C)nc2scc(C)n2c1=O (configuration not stated),11,-0.6,-7,-2,4,-2,-10,15,-4
CC(=O)c1c(C)[nH]c(C(=O)CSc2nc3ccccc3c(=O)n2CCCN2CCOCC2)c1C,-1,-1.2,-2,0,-3,2,1,6,-3
O=C(Cn1cnc2ccccc21)Nc1ccc(C(=O)O)cc1,17,-3.1,-4,2,-1,2,-7,7,26
CCOc1cc(C(=O)Nc2ccc(C)cc2C)ccc1OCC(=O)N1CCCCC1,-4,-1.1,9,-2,4,0,1,6,-20
CCn1c(=O)c(C(=O)CN(C)Cc2cccc(OC)c2OC)c(N)n(Cc2ccccc2)c1=O,1,-1.5,-8,-6,-2,0,-8,3,5
COc1ccc(C2CC(=O)Oc3ccc(OC)cc32)cc1 (configuration not stated),3,-3.6,-18,-1,4,0,-9,0,2
N#Cc1c(-c2ccccc2)ccn(Cc2ccccc2Cl)c1=O,0,-4.4,-9,-4,-2,6,-5,3,28
O=C1c2ccccc2C(=O)c2[nH]c(=O)[nH]c21,6,0.2,-4,1,-7,2,7,8,8
CCN(CC)C(=O)[C@H]1CC(CC(=O)NCCCN(C)C)C(=O)N2CCc3c([nH]c4ccccc34)[C@]12C (some centres not stated),3,-1.0,-6,1,4,1,-7,-1,-5
O=C(CC1C(=O)NCCN1CC1CCCCC1)NCc1ccc(F)cc1 (configuration not stated),-17,0.4,19,0,-18,14,26,-13,-3
CN1C(=O)NC(c2ccccc2)C2=C1CN(Cc1ccco1)C2=O (configuration not stated),-6,1.3,8,1,5,-1,-2,16,2
COc1cccc(CN2CC(C(=O)NCCc3ccc(C)o3)CCC2=O)c1 (configuration not stated),2,-0.4,4,-2,2,1,-12,4,0
CCN1CCC(NCCc2ccc(F)cc2)CC1,-5,2.2,6,0,-3,1,10,9,0
COc1ccc(OCc2cc(C(=O)N(C)Cc3cc(C)no3)no2)c(Cl)c1,-1,-0.6,1,0,-4,3,-6,-6,1
COc1ccc(OC(F)(F)F)cc1CC1(C)C(=O)Nc2cccc(Cl)c21 (configuration not stated),5,·,-11,-1,-5,0,-1,-4,·
CCn1c(CNc2ccc(C(=O)O)cc2)nc2ccccc21,2,-2.2,-6,2,2,1,-4,16,6
Nc1nc(C(c2ccccc2)c2ccccc2)cs1,0,0.7,-2,-7,-3,-1,2,-4,-4
CCCc1nnc(NC(=O)C(=O)NCCN(CC)CC)s1,2,0.5,2,8,-3,0,-2,2,3
Cc1ccc(CNS(=O)(=O)c2ccc(C)s2)cc1,-4,-1.0,-1,-4,-2,0,8,4,-12
CN(C)c1ccc(C(=O)NNC(=O)c2ccc(Cl)cc2)cc1,-3,0.4,0,2,2,0,-5,2,68*
Cn1ncc(Br)c1C(=O)NC1CCCCC1,4,2.1,-3,-2,1,1,4,5,-6

# In another format: entries from further up.
structure | M4 PAM | CRFR2-BP ag | CHRM4 antagonist | M5 ag | M5 PAM | CHRM4 agonist | CHRM5 antagonist | M1 PAM | CRFR2-BP antag
COc1ccc(OCc2cc(C(=O)N(C)Cc3cc(C)no3)no2)c(Cl)c1 | -1 | -0.6 | 1 | 0 | -4 | 3 | -6 | -6 | 1
COc1ccc(OC(F)(F)F)cc1CC1(C)C(=O)Nc2cccc(Cl)c21 (configuration not stated) | 5 | · | -11 | -1 | -5 | 0 | -1 | -4 | ·
CCn1c(CNc2ccc(C(=O)O)cc2)nc2ccccc21 | 2 | -2.2 | -6 | 2 | 2 | 1 | -4 | 16 | 6
Nc1nc(C(c2ccccc2)c2ccccc2)cs1 | 0 | 0.7 | -2 | -7 | -3 | -1 | 2 | -4 | -4

# Further results
SMILES,M4 PAM,CRFR2-BP ag,CHRM4 antagonist,M5 ag,M5 PAM,CHRM4 agonist,CHRM5 antagonist,M1 PAM,CRFR2-BP antag
CC1=C(C(=O)N(C(C)C)C(C)C)CC(CC(=O)NCc2ccco2)C(=O)N1CCC1=CCCCC1 (configuration not stated),5,·,1,-1,9,0,0,8,·
C=CCNC(=O)C1CC2c3ccccc3C1c1ccccc12 (configuration not stated),-1,-0.7,-2,-2,5,0,3,11,-6
COc1ccc(NC(=O)c2nc[nH]c2C(=O)N[C@H](C)c2ccccc2)cc1,13,0.7,2,-4,-11,5,14,6,-4
O=C(Nc1cccc(Cl)c1)N(CCN1CCOCC1)Cc1cccc(Cl)c1,-10,1.7,7,7,-12,19,8,-15,-8
O=C(COC(=O)c1c(Cl)cccc1Cl)NCc1cccs1,2,-3.6,-7,-9,0,2,16,4,8
S=C1SCN(Cc2ccco2)CN1Cc1ccco1,-5,-0.5,6,-3,13,1,-12,-1,-16
CCCCc1nc2c(=O)[nH]c3ccccc3c2o1,0,-0.6,-3,-5,-7,0,-13,13,10
Cc1cccc(N/N=C/c2ccc(O)c(O)c2O)c1,-5,1.4,-9,1,10,0,-8,1,0
CC(C)(C)NS(=O)(=O)c1ccc(Oc2ncc(C(F)(F)F)cc2Cl)cc1,-12,3.0,-14,-4,-18,0,0,-4,-22
CCCOc1ccc(C2C(C(=O)c3ccc(C)o3)=C(O)C(=O)N2Cc2ccco2)cc1 (configuration not stated),1,1.7,-3,-5,3,-1,-7,8,21
CCN(CC)CCN1C(=O)c2oc3ccccc3c(=O)c2C1c1cccc(Br)c1 (configuration not stated),-4,-1.1,9,-2,-7,3,3,2,-14
Oc1ccc2n[nH]nc2c1,-4,-2.9,7,-1,6,0,-5,7,4
COC(=O)c1sc(NC(=O)CN2CCN(c3cccc(Cl)c3)CC2)c(C(=O)OC)c1C,-10,-0.5,-10,0,-8,0,9,2,8
O=C1CC(N2CCCCCC2)C(=O)N1c1ccc2c(c1)OCO2 (configuration not stated),8,-1.4,-9,-2,0,0,-8,-4,9
CCc1cc(-c2n[nH]c(C)c2-c2ccccc2Cl)c(O)cc1OC,-5,0.3,7,-4,-7,-2,12,-1,-10
CC(C)c1ccc(CCNC(=O)CCNS(=O)(=O)c2ccc(Br)cc2)cc1,9,-1.7,-15,-3,-2,0,-3,7,-1
CCc1nnc(NC(=O)CSc2nc3ccccc3c(=O)n2CCCOC)s1,4,-1.9,0,-6,7,0,-3,5,-21
Nc1ccccc1S(=O)(=O)c1ccccc1N,4,0.9,-3,1,-7,3,5,6,3
COCCCNC(=S)NCCNc1nc2c(C)c(C)ccc2cc1C#N,-1,0.7,-4,-1,9,1,-3,4,4
N/C(=N\O)c1ccc([N+](=O)[O-])s1,-2,-2.0,-1,6,-1,1,6,1,1
COc1cccc(C2=NOC(C(=O)Nc3cccnc3)C2)c1 (configuration not stated),-5,0.9,14,4,0,3,-2,5,-15
Cc1ccc(S(=O)(=O)N[C@H](C(=O)N2CCC3(O)CCCCC3C2)c2ccccc2)cc1 (some centres not stated),2,-0.6,11,2,1,4,0,4,-23
NS(=O)(=O)c1ccc(NC(=O)COc2ccc(Cl)cc2)cc1,-1,-1.4,3,2,-5,2,13,-1,8
CNC(=O)NC(=O)CSc1nnc(C(F)(F)F)n1C,4,0.3,2,-1,5,0,6,3,-2
CC1(C)CC(NCc2ccccc2)CCO1 (configuration not stated),8,2.4,-10,-1,3,0,8,7,-3

# No enrichment for hits; 2.6% or so of the library scored in one or more.
